Compound activity: PubChem, several laboratories
FBA Mtb inh: inhibitors of M. tuberculosis fructose-bisphosphate aldolase. purified M. tuberculosis FBA, fluorescence read-out. 2.3% of 360,000 active. inhibition, % at 1 µM. AID 588726; in the data active means inhibition above about 27%;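 further: 0% = vehicle and 100% = reference inhibitor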
Target sequence (P9WQA3 whole entry, looked up): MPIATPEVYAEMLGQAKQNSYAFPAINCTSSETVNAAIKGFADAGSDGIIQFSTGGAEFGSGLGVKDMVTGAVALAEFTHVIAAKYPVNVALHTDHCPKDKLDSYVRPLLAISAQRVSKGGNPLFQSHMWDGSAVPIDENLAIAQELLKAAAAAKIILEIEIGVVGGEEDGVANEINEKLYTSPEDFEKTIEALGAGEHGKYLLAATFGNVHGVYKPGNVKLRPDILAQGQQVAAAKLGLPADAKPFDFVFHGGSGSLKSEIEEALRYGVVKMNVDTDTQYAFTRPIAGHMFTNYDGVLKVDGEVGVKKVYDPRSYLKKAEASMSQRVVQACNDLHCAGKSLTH
GDH-TPI counter: GDH-TPI coupled enzyme inhibition counter-screen | GDH-TPI coupled enzyme counterscreen, NADH absorbance | inhibition, % at 4.8 µM | 1.2% of 360,000 active; in the data active means inhibition above about 30%;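 further: 0% = DMSO wells and 100% = wells lacking the enzyme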
PfHsp40 yeast: compounds rescuing yeast from Plasmodium falciparum HSP40 toxicity; 0.68% of 340,000 active; S. cerevisiae expressing PfHsp40, growth rescue, ATP luminescence; growth rescue, % at 12.5 µM; AID 504582; in the data active means growth rescue above about 28%, passing the limit was not always enough; inconclusive means no clear call, values can overlap the other calls;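 further: yeast W303a lacking pdr1 and pdr3 grown in galactose medium; growth measured after three days at 30 °C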
BoNT-F LC inh: inhibitors of Botulinum neurotoxin F light chain protease; 0.22% of 360,000 active; Multiplex microsphere protease cleavage assay, flow cytometry; inhibition, % at 10 µM; AID 588497; in the data active means inhibition above about 35%, passing the limit was not always enough; inconclusive means no clear call, values can overlap the other calls; further: plate controls were buffer without enzyme for full effect and enzyme alone for no effect
FadD28 binding: M. tuberculosis FadD28 bisubstrate binding inhibition | FadD28 bisubstrate probe binding, fluorescence polarization | inhibition, % at 12.5 µM | 0.22% of 360,000 active | AID 588549; in the data active means inhibition above about 8.5%, passing the limit was not always enough; inconclusive means no clear call, values can overlap the other calls
Mtb UGM inh: blocks M. tuberculosis UGM enzyme | purified UGM, fluorescence polarization probe displacement | P9WIQ1 | 0.06% of 320,000 active | AID 504406 | inhibition, % at 10 µM; in the data active means inhibition above about 10%, passing the limit was not always enough; inconclusive means no clear call, values can overlap the other calls
Target sequence (P9WIQ1 whole entry, looked up): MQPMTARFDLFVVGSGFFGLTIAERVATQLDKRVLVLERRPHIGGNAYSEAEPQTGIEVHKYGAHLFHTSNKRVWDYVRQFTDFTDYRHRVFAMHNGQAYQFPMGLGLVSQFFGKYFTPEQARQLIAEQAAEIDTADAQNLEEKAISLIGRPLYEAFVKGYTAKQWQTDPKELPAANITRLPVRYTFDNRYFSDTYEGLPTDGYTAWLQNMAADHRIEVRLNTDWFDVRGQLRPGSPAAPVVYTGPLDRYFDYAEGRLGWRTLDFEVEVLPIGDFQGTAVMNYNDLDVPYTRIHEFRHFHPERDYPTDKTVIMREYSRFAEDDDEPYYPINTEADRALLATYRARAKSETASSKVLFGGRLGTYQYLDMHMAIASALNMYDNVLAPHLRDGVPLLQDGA
BoNT A protease: BoNT A light chain protease inhibition; multiplex microsphere protease substrate cleavage, flow cytometry; inhibition, % at 10 µM; 0.17% of 360,000 active; AID 588499; further: plate controls were buffer without enzyme for full effect and enzyme alone for no effect
BioA inh: blocks M. tuberculosis BioA enzyme activity; inhibition, % at 9.99 µM; purified M. tuberculosis BioA enzyme, plate reader; 0.096% of 360,000 active; in the data active means inhibition above about 40%; inconclusive means no clear call, values can overlap the other calls
Anthrax LF inh2: inhibitors of Bacillus anthracis lethal factor protease; P15917; multiplex microsphere protease cleavage assay, LF; inhibition, % at 10 µM; 0.12% of 360,000 active; further: plate controls were buffer without enzyme for full effect and enzyme alone for no effect
The depositor's hits bear a star; ? = inconclusive; / = no result given. Unless noted, no stated cut-off is given here; in the data, active means inhibition above about 30%; inconclusive means no clear call, values can overlap the other calls; inactive means below that.

SMILES	FBA Mtb inh	GDH-TPI counter	PfHsp40 yeast	BoNT-F LC inh	FadD28 binding	Mtb UGM inh	BoNT A protease	BioA inh	Anthrax LF inh2
COC(=O)[C@@H]1CCCN1C(=O)[C@@H](NC(=O)OC(C)(C)C)C(C)C	1	-1	-1.5	5	-1.5	0.8	-0.2	0.8	10
COC(=O)C1CCN(c2nc3ccccc3nc2C(C#N)C(=O)OCC(C)C)CC1 (stereo unspecified)	-3	-1	-0.2	8	-1.7	1.2	5.3	/	-1
COc1ccc(-c2ocnc2C(=O)N2CCN(C(=O)C(c3ccccc3)c3ccccc3)CC2)cc1	5	4	-1.5	8	-1.5	1.9	-2.7	-4.5	-5
Cc1ccc(CN2C(=O)C(C)Nc3ncnc(N4CCN(c5ccccn5)CC4)c32)cc1 (stereo unspecified)	3	0	1.9	-18	-1.3	0.8	-0.7	1.2	-6
Cc1nc2ccccc2nc(C)c1=NOCC(=O)N(c1ccccc1)C(C)C	7	4	-1.2	-10	-1.0	2.1	-1.3	/	-4
Cc1ccccc1NC(=O)c1ccc(Cl)c(NC(=O)c2ccncc2)c1	0	5	0.3	-1	-1.7	3.0	0.5	/	0
COC(=O)c1ccccc1S(=O)(=O)Nc1ccc2cn[nH]c2c1	5	0	-0.4	-73	-3.2	-2.1	-2.8	3.7	1
CC(=O)c1cc(C(=O)Nc2ccc3ccccc3c2)c(C)o1	1	4	16	-2	-0.1	3.2	-0.9	/	-1
CC1CC(C)CN(CCCNC(=O)CCC(=O)N2CC(C)Oc3ccccc32)C1 (stereo unspecified)	3	6	0.7	-9	-1.6	1.0	-0.9	-1.3	-8
CN1CCN(C(=O)c2ccc(COc3ccc(Cl)cc3Cl)cc2)CC1	1	6	-0.4	-6	-0.5	-3.3	-0.6	2.2	-6
COc1ccc(-c2cnc(C(N)=O)c(=O)[nH]2)cc1	65*	14	/	5	-1.7	/	3.1	-1.7	8
COc1ccc(N2CCN(C(=O)c3cc(=O)c4cc(C)cc(C)c4o3)CC2)cc1	1	1	1.7	2	-2.0	0.0	-0.3	-0.1	-3
CN(C)S(=O)(=O)N1CCC(Oc2ccc(C(=O)N3CCCCCC3)cc2)CC1	-1	8	/	-4	0.7	/	-0.4	-0.3	-8
CC(NS(=O)(=O)CCNC(=O)c1ccccc1)c1ccccc1 (stereo unspecified)	-1	3	0.0	3	-2.7	1.6	0.2	-1.1	-4
Cc1cccc(/C=N/NC(=O)CC(=O)NCCc2ccccc2)c1	3	-2	0.1	-6	0.0	-1.5	-0.1	0.4	-6
CCOc1ccccc1N1CCN(C(=O)CC(C)C)CC1	1	9	-1.3	-4	0.9	-1.2	0.0	0.1	-2
CCC(C)N1C(=O)CCC1C(=O)O (stereo unspecified)	1	5	0.8	-10	0.0	0.2	-1.3	0.2	-8
Brc1ccccc1OCCCCCN1CCOCC1	2	-1	1.1	-9	-1.9	4.2	-0.6	/	-4
O=C(CN1C(=O)c2ccccc2S1(=O)=O)c1ccc(F)c(F)c1	7	4	-0.7	7	-0.6	0.9	1.1	-1.7	0
CC(=O)c1ccc(N2Cc3ccccc3/C2=N\C(=O)Nc2ccccc2)cc1	-2	4	1.4	-2	0.3	2.7	-0.4	1.4	-3
COc1cc(CN2C(=S)NC(C)(C)CC2(C)O)cc(OC)c1 (stereo unspecified)	-4	8	-0.3	6	-2.1	-0.6	-0.2	-2.7	-1
CSc1nc2nc3c(cc2c(=O)n1-c1ccc(C)cc1)COC(C)(C)C3	-1	16	-0.6	0	-0.8	-1.0	0.4	-0.8	-1
CCN(CC(=O)Nc1c(F)cccc1F)C(=O)c1ccc(S(=O)(=O)N2CCCC2)cc1	-3	-3	-1.1	-5	-3.8	-0.8	1.2	-0.2	3
COc1ccc(NCC(=O)N/N=C/c2c(C)nn(Cc3ccccc3)c2Cl)cc1	-1	-2	0.6	-12	-1.3	3.9	-0.9	-0.1	-4
CCc1ccc(NC(=O)c2cnn3ccccc23)cc1	2	15	-2.8	-6	-2.4	-0.7	-0.4	0.4	0

New compounds follow
SMILES	FBA Mtb inh	GDH-TPI counter	PfHsp40 yeast	BoNT-F LC inh	FadD28 binding	Mtb UGM inh	BoNT A protease	BioA inh	Anthrax LF inh2
CC1(C)Cc2c(sc(NC(=O)c3ccc(Br)o3)c2C#N)CO1	3	26	0.7	3	-0.9	-5.5	-0.1	/	5
COc1ccccc1N(CC(=O)NCCN1CCOCC1)S(=O)(=O)c1ccccc1	0	-6	-1.4	9	-0.4	1.6	-1.5	-2.2	2
O=C(COC(=O)C(O)c1ccccc1)c1ccc2c(c1)OCCO2 (stereo unspecified)	3	4	0.4	-3	-2.9	0.4	-0.2	-1.4	-2
O=C(Nc1ccc2c(c1)S(=O)(=O)N=C1CCCCCN12)c1ccccc1Cl	6	-3	1.3	-5	-1.8	-1.1	-0.1	/	-1
Cc1[nH]n(-c2ccccc2)c(=O)c1C=NC1CCCCC1	0	8	0.6	-3	0.3	2.0	0.1	0.0	-3
O=C(CCCCn1c(=O)[nH]c2ccccc2c1=O)N1CCN(c2cccc(C(F)(F)F)c2)CC1	-1	7	5.5	-2	-5.4	-0.4	0.4	1.0	1
CN(C)C(=O)[C@H]1C[C@H]1[C@@H](O)[C@H](CO)NC(=O)[C@H](Cc1ccccc1)NC(=O)OC(C)(C)C	0	-1	-0.5	-12	-0.9	-1.0	0.2	-1.3	-4
Cc1ccc2nc(N(CCCN(C)C)C(=O)CS(=O)(=O)c3ccccc3)sc2c1	0	2	9.0	/	-1.5	1.0	/	-0.8	/
Cc1ccc(OCC(=O)N2CCN(C(=O)CCC3CCCC3)CC2)cc1	-2	-2	1.2	-5	-1.1	-1.7	-0.1	1.0	-2
CCCS(=O)(=O)N1CCN(C2Cc3ccccc3C2)CC1	-2	3	-1.3	4	-4.2	-0.9	-0.2	/	0
COC(=O)C1=C(C)N(Cc2ccccc2)C(=NCc2cc(OC)c(OC)c(OC)c2)N[C@H]1c1cccc(F)c1	2	0	-0.6	-3	-2.4	-0.7	0.1	-0.5	5
COc1ccc(OC)c(N(CC(=O)NCc2ccncc2)S(C)(=O)=O)c1	2	-10	0.6	-1	-1.5	-0.8	0.1	/	-2
Cc1ccc(C)n1-c1ccc(N2CCOCC2)c([N+](=O)[O-])c1	-29	12	-1.9	?	-3.1	1.5	1.9	/	-4
CCc1sc(N(C(=O)Cc2ccccc2)c2ccccc2)nc1-c1ccccc1	0	2	0.8	3	-0.6	-4.1	0.1	-0.4	-5
Cc1cccc2cc(/C=N/NC(=O)c3ccccc3O)c(Cl)nc12	1	20	-0.1	2	-0.9	-0.9	-0.2	/	-2
Cn1c(=O)[nH]c(=O)c2c1nc(N1CCOCC1)n2CCSc1nnnn1-c1ccccc1	-6	4	0.8	-10	1.0	-0.8	-2.2	-2.2	-12
O=C1N[C@@H](c2ccccc2)COC(=O)[C@H](Cc2ccc(F)cc2)CC/C=C/C[C@@H]1CC(=O)N(CCO)Cc1ccccc1	1	-2	2.4	-5	-2.9	-2.2	-0.2	4.2	-14
O=C(C1CCC(CNS(=O)(=O)c2cccs2)CC1)N1CCN(c2ccc(Cl)cc2)CC1 (stereo unspecified)	-1	-9	-2.4	-2	-5.4	-0.5	-0.4	-0.7	2
Cc1cccc(-c2cnc(C(O)c3ccc(-c4ccccc4)cc3)[nH]2)c1 (stereo unspecified)	0	2	/	-8	-2.2	/	-0.2	0.0	-11
CCOc1ccc(NC(=O)N(CCC(C)C)C2CCN(C(C)=O)CC2)cc1	1	4	-0.1	0	0.0	-4.6	-0.8	/	-4
COc1ccc2c(c1OC)C(=O)N1N=C(c3ccc(Cl)cc3)CC21 (stereo unspecified)	1	14	1.2	-3	-3.6	0.5	0.3	0.5	0
CCOC(=O)C1CCN(S(=O)(=O)c2ccc(OCC(=O)OC)cc2)CC1	0	9	-0.1	-1	-4.5	-0.9	0.4	-0.7	-7
COc1ccc(CC(=O)OCC(=O)N2CCc3ccccc32)cc1OC	3	-5	1.8	-1	0.2	/	-1.5	-7.6	4
COc1ccc(C(=O)N2CCCCC2c2cc(C(=O)NCc3ccc(F)cc3)no2)cc1 (stereo unspecified)	0	11	/	3	-1.4	/	0.5	1.2	-4
CC1(C)CC(=O)C/C(=N\NC(=O)C2CC23CCC3)C1 (stereo unspecified)	6	4	0.0	-3	0.2	0.7	-1.5	/	-2

Continuation.
SMILES	FBA Mtb inh	GDH-TPI counter	PfHsp40 yeast	BoNT-F LC inh	FadD28 binding	Mtb UGM inh	BoNT A protease	BioA inh	Anthrax LF inh2
COC(=O)C1=C(C)Nc2c(c(=O)n(C)c(=O)n2C)C1c1cccc(O)c1 (stereo unspecified)	5	12	-1.1	4	-1.4	-3.4	-0.7	-0.6	-2
COc1ccnc(Oc2ccc(F)cc2)c1-c1ncn[nH]1	-2	-2	/	-2	-4.0	1.5	-1.9	/	-3
COc1ccccc1N1CCN(C(=O)c2cn(Cc3ccccc3)nc2-c2cccnc2)CC1	1	1	-1.0	-8	0.0	0.7	-0.6	2.0	-5
Cc1c(O)ccc(-c2n[nH]c(C(=O)O)c2-c2nc3ccccc3s2)c1O	5	14	1.7	-6	-0.6	0.1	-0.9	0.0	3
O=C(c1ccc(Cl)cc1)C1CCCN(Cc2ccc3nonc3c2)C1 (stereo unspecified)	2	-6	0.3	-11	-0.9	-3.5	-0.7	0.6	0
COc1ccc(N(C(=O)COc2ccccc2OC)S(=O)(=O)c2ccc(C)cc2)cc1	0	3	0.3	-9	-0.5	-1.8	-0.1	-0.8	0
Clc1ccc(-c2ccnc(Oc3ccc4ccccc4c3)n2)cc1	-1	-5	1.0	-2	-2.3	3.4	-0.1	-0.2	-1
CSc1nc2sc3c(c2c(=O)[nH]1)CC(C)(C)OC3	0	-5	-1.1	-22	-0.6	0.5	2.8	-1.8	5
CCCCn1c(N)c(N(CCC(C)C)C(=O)COC(=O)Cc2ccc(Cl)cc2)c(=O)[nH]c1=O	1	-1	-1.1	0	-0.7	/	0.0	5.6	0
O=c1[nH]c(C(F)(F)F)nc2ccccc12	1	3	0.3	1	-5.1	5.5	-0.5	-2.1	1
CCn1cc(/C=C/C(=O)Nc2ccc(C)cc2Br)cn1	2	3	0.8	-4	0.5	-1.3	-2.0	/	0
CCC(=O)Nc1cc(C(C)(C)C)ccc1C(C)=O	2	0	0.3	1	0.5	-0.2	0.4	/	-2
C[C@]12c3[nH]c4ccc(Cl)cc4c3CCN1C(=O)[C@@H](CC(=O)NCC13CC4CC(CC(C4)C1)C3)C[C@@H]2C(=O)N1CCOCC1	5	14	0.5	-5	-1.2	/	0.0	-0.2	-4

Complete entries from above. Order of values: FBA Mtb inh	GDH-TPI counter	PfHsp40 yeast	BoNT-F LC inh	FadD28 binding	Mtb UGM inh	BoNT A protease	BioA inh	Anthrax LF inh2
CSc1nc2sc3c(c2c(=O)[nH]1)CC(C)(C)OC3 is listed with 0	-5	-1.1	-22	-0.6	0.5	2.8	-1.8	5
COc1ccc(N(C(=O)COc2ccccc2OC)S(=O)(=O)c2ccc(C)cc2)cc1 is listed with 0	3	0.3	-9	-0.5	-1.8	-0.1	-0.8	0

Among those listed so far, these contain a furan ring, fused or not.
SMILES	FBA Mtb inh	GDH-TPI counter	PfHsp40 yeast	BoNT-F LC inh	FadD28 binding	Mtb UGM inh	BoNT A protease	BioA inh	Anthrax LF inh2
CC(=O)c1cc(C(=O)Nc2ccc3ccccc3c2)c(C)o1	1	4	16	-2	-0.1	3.2	-0.9	/	-1
CC1(C)Cc2c(sc(NC(=O)c3ccc(Br)o3)c2C#N)CO1	3	26	0.7	3	-0.9	-5.5	-0.1	/	5

Two entries drawn at random from those above:
SMILES	FBA Mtb inh	GDH-TPI counter	PfHsp40 yeast	BoNT-F LC inh	FadD28 binding	Mtb UGM inh	BoNT A protease	BioA inh	Anthrax LF inh2
CCN(CC(=O)Nc1c(F)cccc1F)C(=O)c1ccc(S(=O)(=O)N2CCCC2)cc1	-3	-3	-1.1	-5	-3.8	-0.8	1.2	-0.2	3
Cc1ccc(C)n1-c1ccc(N2CCOCC2)c([N+](=O)[O-])c1	-29	12	-1.9	?	-3.1	1.5	1.9	/	-4
